Screens: PubChem, several laboratories
CendR NRP1 mod: alters CendR peptide binding to human NRP-1; O14786; FAM-RPARPAR peptide binding to NRP-1, fluorescence polarization; inhibition, % at 25 µM; actives 0.85% (n = 360,000); AID 602438;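 active = inhibition or corrected inhibition above about 18%, plus a signal ratio from 0.5 to 1.5, limit read from the data, passing the limit was not always enough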; note: strong numbers were not always called active
Target sequence (O14786 whole entry, looked up): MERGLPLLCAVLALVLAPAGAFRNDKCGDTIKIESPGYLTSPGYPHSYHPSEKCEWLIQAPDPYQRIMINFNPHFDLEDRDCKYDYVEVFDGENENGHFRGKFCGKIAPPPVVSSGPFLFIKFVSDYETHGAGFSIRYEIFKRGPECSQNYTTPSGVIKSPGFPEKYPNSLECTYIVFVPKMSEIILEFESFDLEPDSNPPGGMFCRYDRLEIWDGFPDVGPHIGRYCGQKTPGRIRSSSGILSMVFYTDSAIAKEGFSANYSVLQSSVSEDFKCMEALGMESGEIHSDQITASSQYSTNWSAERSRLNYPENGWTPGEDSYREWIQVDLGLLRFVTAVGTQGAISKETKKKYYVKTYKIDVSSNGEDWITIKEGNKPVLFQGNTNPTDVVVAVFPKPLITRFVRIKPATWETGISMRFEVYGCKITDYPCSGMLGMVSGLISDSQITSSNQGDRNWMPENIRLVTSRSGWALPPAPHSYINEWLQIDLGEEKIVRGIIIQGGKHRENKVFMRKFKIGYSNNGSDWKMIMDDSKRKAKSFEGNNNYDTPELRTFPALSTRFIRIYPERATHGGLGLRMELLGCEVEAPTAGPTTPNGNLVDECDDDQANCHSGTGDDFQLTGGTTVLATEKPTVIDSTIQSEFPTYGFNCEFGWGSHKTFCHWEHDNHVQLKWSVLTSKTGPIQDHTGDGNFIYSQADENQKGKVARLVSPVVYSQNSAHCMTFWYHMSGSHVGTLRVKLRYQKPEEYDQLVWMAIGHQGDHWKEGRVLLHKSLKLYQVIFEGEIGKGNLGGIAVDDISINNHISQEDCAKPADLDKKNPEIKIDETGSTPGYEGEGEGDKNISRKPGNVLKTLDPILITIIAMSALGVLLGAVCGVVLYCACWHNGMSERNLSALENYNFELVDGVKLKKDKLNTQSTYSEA
MT1-MMP act inh: blocks activation of human MT1-MMP; P50281; HT1080 RFP-PRO-GFP cells, GFP/RFP ratio fluorescence, overnight; percent of plate control window, DMSO zero; GFP/RFP ratio change, % at 20 µM; actives 0.061% (n = 360,000);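 active = GFP/RFP ratio change of at least 30% with cell ATP level not reduced by more than half and red fluorescence within 50% of control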; note: strong numbers were not always called active
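Assay system: HT1080 cells carrying an RFP-PRO-GFP reporter | Dosing: Single dose of 20 µM compound, 1% DMSO final | Incubation: Cells overnight before dosing, compound overnight, 37 °C, 5% CO2 | Evaluation: GFP/RFP fluorescence ratio | Control set: DMSO and RFP-L50D-GFP cell wells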
FAS-TE inh: inhibitors of human fatty acid synthase thioesterase domain; actives 0.67% (n = 360,000); inhibition, % at 15 µM; AID 602261; recombinant FAS-TE, OMFH fluorogenic substrate, fluorescence endpoint;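 active = compounds whose normalised, plate-corrected inhibition of enzyme fluorescence in the single-dose primary screen is 50% or more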;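 note: 0% = DMSO with enzyme and 100% = substrate without enzyme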
Neddylation inh: cullin neddylation inhibition. TR-FRET cullin neddylation, biochemical. P61081+Q13564. AID 651699. calls only at 25 µM. actives 0.58% (n = 360,000); in the data active = inhibition above about 36%
Rin1 Abl inh: blocks binding of human Rin1 to Abl | P00519+Q13671 | TR-FRET Rin1/Abl binding, biochemical | inhibition, % at 7.35 µM | actives 0.4% (n = 360,000); in the data active = inhibition above about 5%, passing the limit was not always enough
eLon inh: E. coli protease La inhibition | P0A9M0 | purified E. coli Lon protease, fluorescence polarization | inhibition, % at 7.94 µM | actives 0.42% (n = 360,000); in the data active = inhibition above about 13%, passing the limit was not always enough;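 note: 0% = enzyme with probe and DMSO and 100% = no enzyme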
SKN-1 block: blocks SKN-1 activity in C. elegans; inhibition, % at 21.8 µM; C. elegans VP596 Pgst-4::GFP/RFP ratio, acrylamide-induced, 24 h; actives 0.49% (n = 360,000); AID 624304;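 active = interference check ratio from 0.5 to 1.5 plus GFP to RFP signal ratio inhibition reaching or exceeding a fixed threshold, cut at about 30% in these data, passing the limit was not always enough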; note: some compounds called inactive have numbers as strong as hits
MsrA inh: inhibits bovine methionine sulfoxide reductase A | purified bovine MsrA, absorbance read-out | actives 0.75% (n = 360,000) | inhibition, % at 15.5 µM; in the data active = inhibition above about 4.5%;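 note: 0% = vehicle wells with enzyme and 100% = reference inhibitor wells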
MsrA act: activates bovine MsrA enzyme | actives 0.3% (n = 360,000) | activation, % at 10.6 µM | purified bovine MsrA, absorbance read-out | AID 602163; in the data active = activation above about 7.5%;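 note: 0% = vehicle and 100% = reference activator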
An asterisk follows results filed as active; i = inactive; / = no result given; & = joins results of further samples. Compounds as they come. About 4.2% of those tested had a hit in this group.

structure | CendR NRP1 mod | MT1-MMP act inh | FAS-TE inh | Neddylation inh | Rin1 Abl inh | eLon inh | SKN-1 block | MsrA inh | MsrA act
O=S(=O)(c1ccccc1)N1CCCC1c1nc2ccccc2s1 (stereo not drawn) | 6 | -1 | 1 | i | -2 | -4 | -2 | 0.3 | -6
N/C(=N\OC(=O)Cc1cccs1)c1ccc(Br)cc1 | -18 | 1 | 6 | i | 0 | 1 | 61* | 0.1 | -5
COc1cccc(C2c3[nH]c4ccccc4c3C[C@H]3C(=O)N(c4ccccc4C(=O)N4CCCC4C(=O)O)C(=O)N23)c1 (stereo partly drawn) | -4 | 0 | -1 | i | -2 | -8 | 12 | 0.9 | 0
CCOC(=O)c1ccc(NC(=O)c2c(NC(=O)CCC(=O)O)sc3c2CCCCC3)cc1 | -29 | -27 | 1 | i | -1 | -19 | 5 | 0.4 | -3
COc1ccc(N2CCN(c3cc(C)c4cccc(C)c4n3)CC2)cc1 | 7 | -1 | 38 | i | 1 | -3 | 3 | 0.5 | -9
CCOc1ccccc1NC(=O)CN1CCCCCC1 | -3 | -2 | 0 | i | 0 | -1 | 17 | 1.4 | 1
CCC(CC)C(=O)NC12CC3CC(CC(C3)C1)C2 | 19 | 4 | 2 | i | 3 | -5 | 8 | -0.1 | -6
O=C1CN(C(=O)COC(=O)c2cccc(Br)c2)c2ccccc2N1 | -5 | 8 | -6 | i | 1 | -2 | -1 | 0.6 | -9
CCOC(=O)/C(=N\Nc1cc(Cl)ccc1Cl)N1CC(C)OC(C)C1 (stereo not drawn) | 10 | -6 | 21 | i | -2 | 1 | 12 | 0.6 | -2
Cc1cc(C)c(C)c(S(=O)(=O)N2CCN(C(=O)c3ccc4c(=O)n5c(nc4c3)CCC5)CC2)c1C | 8 | 4 | 3 | i | 0 | -9 | -17 | -0.6 | -4
NC(=O)CC(CC(=O)OCc1ccccc1)c1ccccc1 (stereo not drawn) | 1 | -6 | -1 | i | -3 | 3 | -2 | 0.4 | 0
COc1ccc(Cc2noc(COc3ccc(Cl)cc3)n2)cc1 | 2 | -4 | 29 | i | 1 | -7 | 1 | -0.6 | -1
O=C(O)/C=C\C(=O)Nc1ccc(Oc2ccccc2)cc1 | 6 | 1 | -12 | i | -1 | -7 | 4 | 0.1 | -3
COc1ccccc1NC(=O)CSC1CC(=O)N(c2ccc3c(c2)OCO3)C1=O (stereo not drawn) | -6 | 0 | -5 | i | -5 | 0 | 1 | 0.4 | -2
O=C1c2ccccc2C(=O)N1CCc1nc(-c2ccncc2)no1 | -16 | 8 | -16 | i | -5 | 0 | -2 | 1.0 | -1
CSc1cccc(NS(=O)(=O)c2ccc(-c3coc(C)n3)cc2)c1 | 6 | 0 | 10 | i | 1 | 5 | 14 | -1.1 | -2
COc1ccc(-n2cccc2C=O)cc1 | 0 | 5 | -9 | i | -3 | -4 | 15 | -0.4 | -2
CC(C)C1N(C(N)=S)N=CC1(C)C (stereo not drawn) | -1 | 1 | -5 | i | 2 | 9 | -5 | 0.8 | -1
O=C(CSc1nc2c(sc3ccccc32)c(=O)n1CCc1ccccc1)NCc1ccco1 | 4 | 3 | -8 | i | 2 | 0 | -2 | 0.9 | -10
CCN(C[C@H]1N[C@@](C)(C(=O)OC)[C@H]2C(=O)N(C)C(=O)[C@@H]12)C(=O)Nc1ccc(F)cc1 | 3 | 5 | -10 | i | -3 | -15 | 6 | -0.1 | 0
CCCCCCCCN1C(=O)[C@H](CC(=O)NCc2cccc(C(F)(F)F)c2)C[C@@]2(C(=O)OC)CCCCC=C12 | 7 | -3 | 13 | i | / | 6 | -9 | 0.1 | 0
CN1CC(=O)N(CC(=O)Nc2cccc3ccccc23)C1=O | -9 | 2 | -7 | i | 0 | -2 | 3 | -1.1 | -3
COc1ccc(S(=O)(=O)N(C)C)cc1NC(=O)CSc1nc(N)cc(N)n1 | 4 | 1 | -4 | i | -2 | -3 | 13 | 0.1 | -5
Cc1ccc(OCC(=O)Nc2c[nH]c(=O)[nH]c2=O)cc1C | -2 | 0 | -8 | i | 3 | 6 | 0 | 0.1 | -10
COc1ccc(S(=O)(=O)N(C)c2ccc(C(=O)N3CCC(C(N)=O)CC3)cc2)cc1 | 2 | 4 | -7 | i | 2 | 2 | 5 | -1.3 | 0
O=C(NC(=S)NCCN1CCOCC1)c1ccccc1Br | 4 | -7 | -4 | i | -5 | 6 | -9 | 0.6 | -4
CCOC(=O)C1=C(C)NC(SCC(N)=O)=C(C#N)C1c1ccncc1 (stereo not drawn) | 2&5 | 0&-4 | -2&-3 | i | 4&1 | -4&0 | -6&-9 | 0.8&-0.5 | -1&-2
Cc1ccccc1C(=O)NNC(=O)c1cccc(Br)c1 | -16 | -2 | -1 | i | -1 | -3 | 0 | 0.3 | -3
C=C(C)Cn1cnc2c(oc3nc4c(cc32)CCCC4)c1=O | 14 | -2 | -4 | i | 3 | -1 | -6 | 0.0 | -4
CC1(C)CC(CC(=O)O)(c2ccc(F)cc2)CCO1 (stereo not drawn) | -1 | -1 | -6 | i | 2 | -8 | 4 | 0.2 | 2
CCOC(=O)c1c(C)cc(=O)oc1C | 8 | 2 | -8 | i | 2 | -1 | -38 | -2.2 | -7
NC(=O)c1nnn(Cc2cc(Cl)c(C(=O)c3ccc(Cl)cc3)c(Cl)c2)c1N | 2 | 14 | 26 | i | / | -6 | -2 | -0.7 | -5
COC(=O)Cc1ccc(NC(=S)NCc2ccc(F)cc2)cc1 | -7 | 1 | -8 | i | -4 | 0 | -2 | 0.7 | -3
Cc1c(C(=O)N2CCC(C)CC2)sc2ncn(CC(=O)N3CCC(C)CC3)c(=O)c12 | 3 | -1 | -1 | i | -4 | -7 | 11 | -1.1 | -2
O=C(Cn1nnc(-c2ccc(F)cc2)n1)Nc1ccc2c(c1)OCCO2 | -1 | 0 | -2 | i | -2 | -4 | -1 | 0.2 | -5
Cc1sc2nc(SCC(=O)O)[nH]c(=O)c2c1C | -2 | -1 | -6 | i | 0 | 2 | 13 | 0.0 | -3
O=C(C1=C[C@H](c2ccc(Br)cc2)C[C@H](OCCCCO)O1)N1CCOCC1 | 4 | 1 | -3 | i | / | / | 9 | 0.4 | /
NC(=O)N1CCC2(CC1)NC(=O)N(c1ccccc1)N2 | 12 | -7 | -4 | i | 0 | 8 | 0 | 0.9 | 2
CC1CCN(C(=O)COC(=O)c2c[nH]c3ccccc23)CC1 | -1 | 2 | -2 | i | 4 | -12 | 8 | 0.7 | -3
Cc1cc(Br)cn2ccnc12 | -5 | 5 | -10 | i | -8 | -2 | 4 | -0.8 | -2

At a glance, some entries already given:
structure | CendR NRP1 mod | MT1-MMP act inh | FAS-TE inh | Neddylation inh | Rin1 Abl inh | eLon inh | SKN-1 block | MsrA inh | MsrA act
CCCCCCCCN1C(=O)[C@H](CC(=O)NCc2cccc(C(F)(F)F)c2)C[C@@]2(C(=O)OC)CCCCC=C12 | 7 | -3 | 13 | i | / | 6 | -9 | 0.1 | 0
CN1CC(=O)N(CC(=O)Nc2cccc3ccccc23)C1=O | -9 | 2 | -7 | i | 0 | -2 | 3 | -1.1 | -3
COc1ccc(S(=O)(=O)N(C)C)cc1NC(=O)CSc1nc(N)cc(N)n1 | 4 | 1 | -4 | i | -2 | -3 | 13 | 0.1 | -5

Next part:
structure | CendR NRP1 mod | MT1-MMP act inh | FAS-TE inh | Neddylation inh | Rin1 Abl inh | eLon inh | SKN-1 block | MsrA inh | MsrA act
O=C(Cn1c(=O)oc2ccccc21)Nc1ccc(Cl)cc1 | 3 | -2 | 4 | i | 5 | -3 | 19 | -0.8 | -1
CN1C=CC=C/C1=C(\C#N)c1nc2ccccc2[nH]1 | -8 | 10 | -6 | i | -7 | -8 | 7 | 1.3 | -1
Cc1ccc2nc(SCC(=O)Nc3oc(C)c4c(C)n[nH]c(=O)c34)[nH]c2c1 | -8 | -5 | -8 | i | 5 | -14 | 5 | -0.2 | -8
COc1ccc(S(=O)(=O)N2CCOC23CCN(S(C)(=O)=O)CC3)cc1 | 4 | 0 | -6 | i | 4 | -8 | 6 | 0.7 | 0
O=C(NCc1ccc(Cl)cc1)C1CCN(S(=O)(=O)c2ccccc2)CC1 | 6 | 3 | 24 | i | -3 | -1 | 5 | -1.9 | -3
Cn1c(=O)c(=O)n(C)c2cc([N+](=O)[O-])c(N3CCOCC3)cc21 | 4 | -1 | 3 | i | -8 | -7 | 11 | 1.8 | -1
COc1ccc(-c2csc(N(C)C(=O)c3cccs3)n2)cc1 | 2 | 1 | 3 | i | 0 | 2 | 13 | -0.6 | 2
Cc1cc(C(=O)C[N+]2(C)CCOCC2)c(C)n1-c1ccc(Br)cc1 | 3 | 3 | -2 | i | 0 | -1 | 6 | -0.1 | -3
CC1CC(C)(C)NC(=S)N1CCC(=O)N1CCc2ccccc21 (stereo not drawn) | 6 | 0 | -4 | i | 0 | 4 | -6 | 0.1 | -4
COc1ccc(NC(=O)CSc2n[nH]c(C)c2[N+](=O)[O-])cc1 | 3 | -7 | 1 | i | 0 | 0 | -3 | 1.1 | -1
O=C(c1ccc(N2CCNCC2)cc1)c1cccnc1 | 0 | 0 | -8 | i | -6 | -4 | 7 | 2.0 | -11
CCN(CC)C(=O)CN1CCN(Cc2ccc3c(c2)OCO3)CC1 | -4 | 7 | -5 | i | 5 | 4 | 4 | 0.8 | -3
CC(Oc1ccc(Cl)cc1Cl)C(=O)NCCCN(C)C (stereo not drawn) | -4 | 3 | -3 | i | 3 | -12 | 7 | -0.6 | 2
CCNc1cc2c(cc1O)CCC1C2CCC2(C)C(O)CCC12 (stereo not drawn) | 2 | -3 | -4 | i | 13* | -11 | 18 | -0.5 | -2
Cc1ccc(C2(CC(=O)Nc3nccs3)CCOC(C(C)C)C2)cc1 (stereo not drawn) | -4 | 0 | -7 | i | -1 | -1 | -6 | 1.0 | -3
COc1ccc(Cc2nc3ccccc3n2CC(=O)N/N=C/c2ccc(C)cc2O)cc1OC | -8 | 0 | -8 | i | -2 | 4 | 10 | 0.0 | -3
COc1ccc(/C=N/NC(=O)c2cnccn2)cc1O | 8 | 11 | -13 | i | -2 | 7 | 14 | 4.8* | -6
NC(=O)c1nsc(C(=O)N(CC(=O)NCc2ccco2)c2ccccc2F)c1N | -4 | -2 | -2 | i | 1 | -13 | 8 | 1.9 | -5
Cn1ccnc1C(OC(=O)c1ccc(Cl)cc1)C(F)(F)F (stereo not drawn) | 6 | -2 | -7 | i | 4 | -1 | 11 | 1.3 | 0
O=S(=O)(NCCn1cccc1)c1ccc2ccccc2c1 | -1 | 1 | 4 | i | -3 | -2 | -1 | -0.3 | -3

Some values from above:
For MsrA act, `COc1ccc(/C=N/NC(=O)c2cnccn2)cc1O` shows -6
For CendR NRP1 mod, `CCN(CC)C(=O)CN1CCN(Cc2ccc3c(c2)OCO3)CC1` shows -4
For Rin1 Abl inh, `O=C(Cn1c(=O)oc2ccccc21)Nc1ccc(Cl)cc1` shows 5
For MT1-MMP act inh, `CC1CC(C)(C)NC(=S)N1CCC(=O)N1CCc2ccccc21` (stereo not drawn) shows 0
For Rin1 Abl inh, `CC(Oc1ccc(Cl)cc1Cl)C(=O)NCCCN(C)C` (stereo not drawn) shows 3
For FAS-TE inh, `Cc1ccc(C2(CC(=O)Nc3nccs3)CCOC(C(C)C)C2)cc1` (stereo not drawn) shows -7
For MsrA inh, `COc1ccc(-c2csc(N(C)C(=O)c3cccs3)n2)cc1` shows -0.6
